Source: PubChem (National Center for Advancing Translational Sciences (NCATS))
HepG2 viability = HepG2 cytotoxicity, counter-screen for TGF-b inhibitors. HepG2 CAGA-GFP viability, ATP luminescence, 18 h. AID 588856. Potency, µM (titrated, usually from 46.1 µM), for the others: at the highest dose activity change, negative = cytotoxicity, actives largely listed as cytotoxic. 410,000 tested, 0.76% active; also: potency is read from the fitted curve at half-maximal effect; some results filed as inactive show a strong effect at the top dose
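HepG2 CAGA-GFP cells (1000/well, DMEM with 1% FBS) received compound, then TGF-beta at 500 pg/mL final, and were incubated 18 hours at 37 degrees C. Viability was read by CellTiter-Glo luminescence. Media-only wells were set as complete cell-killing and DMSO as no toxicity.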
A549 tox = counter-screen for Nrf2 inhibitors: cytotoxicity in A549 cells. A549 ARE-Fluc cells, CellTiter-Fluor viability, 18-24 h. Potency, µM (titrated, usually from 46 µM), without a hit: top-dose activity change, negative = cytotoxicity, hits mostly inhibitors. 390,000 tested, 0.16% active. AID 504648; also: potency is read from the fitted curve at half-maximal effect; % is scaled to controls: 0 for no effect and ±100 for the full control effect
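A549 ARE_Fluc cells in 5% FBS OPTI-MEM were exposed to compounds in concentration-response for 18-24 h at 37 deg C. Viability was read by CellTiter-Fluor fluorescence (Ex 405/Em 525) after 30 min, before the luciferase read.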
TGFb inhibitor = inhibitors of TGF-b signaling. Potency, µM (series often up to 46.1 µM), for inactives: at the top dose activity, negative = inhibition, hits mostly inhibitors. HepG2 CAGA-GFP TGF-b/SMAD3 reporter, GFP fluorescence, 18 h; TGF-beta stimulated, 500 pg/mL final. 410,000 tested, 1.2% active; also: potency is read from the fitted curve at half-maximal effect; % is scaled to controls: 0 for no effect and ±100 for the full control effect; nearly all actives have a fitted effect of over 65% in size
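Inhibition was scored as loss of TGF-beta-induced (500 pg/mL final, 18 hours, 37 degrees C) GFP in HEPG2 cells carrying a CAGA-GFP reporter, in DMEM with 1% FBS. Well GFP was summed per cell; Activity was normalised to unstimulated and stimulated DMSO wells, then concentration-response fitting.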
Akt phos inh = blocks phosphorylation of Akt. Neuro2A IGF-stimulated pAkt S473 HTRF, 20 min; active compounds read low. activity change, % for hits at 50 µM. 360,000 tested, 0.32% active. AID 651550; in the data active = activity change below about -80%; inconclusive = mostly about -51% to -80%; also: % is scaled to controls: 0 for no effect and ±100 for the full control effect
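Neuro2A cells (4,500/well, DMEM with 0.5% FBS) were treated with compound at a single 50 µM final concentration, stimulated with 6 nM IGF for 20 min at 37 °C, and lysed. Phospho-Akt Ser473 was read by HTRF as 665/615 ratio ×10^4.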
Abeta yeast res = A-beta toxicity reversal in yeast | yeast expressing A-beta42, growth rescue, OD600, 48 h; response scale: 0% DMSO, 100% iron-clioquinol control | Potency, µM (highest dose often 46.1 µM), without a hit: at the top dose growth rescue, most hits filed as activators | 410,000 tested, 0.063% active; also: potency is read from the fitted curve at half-maximal effect; nearly all actives have a fitted effect of over 55% in size
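Yeast growth medium received pinned compounds, then yeast cells expressing toxic A-beta were added; plates incubated at 30 C for 48 hr. Growth read as absorbance at 600 nm, normalized to DMSO and equimolar FeCl3 plus clioquinol controls.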
Nrf2 inh = blocks Nrf2 signaling; A549 ARE-Fluc reporter, luciferase luminescence, 18-24 h; Potency, µM (doses to about 46 µM), for the others: top-dose activity change, negative = inhibition, hits mostly inhibitors; 360,000 tested, 2.1% active; also: potency is read from the fitted curve at half-maximal effect; % is scaled to controls: 0 for no effect and ±100 for the full control effect; nearly all actives have a fitted effect of over 60% in size
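Cells were seeded and rested 2 h, then exposed to compounds for 18-24 h. CellTiter-Fluor was read first as a viability measure. BugLite was added 15 min before the final luminescent read of ARE-luciferase activity in A549 cells.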
MmCpn inh = M. maripaludis TRiC chaperonin inhibition | purified Mm-Cpn ATPase, ADP Transcreener TR-FRET | Potency, µM (top dose mostly 76.9 µM), for inactives: at the highest dose activity, negative = inhibition, usual class: inhibitors | 330,000 tested, 0.031% active | AID 504842; also: potency is read from the fitted curve at half-maximal effect; % is scaled to controls: 0 for no effect and ±100 for the full control effect; nearly all actives have a fitted effect of over 80% in size
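Compound-treated chaperonin, 25 nM final, turns over 10 uM ATP at 37°C for 30 min following a 10 min preincubation; ADP generated competes with ADP-d2 for Eu-cryptate antibody, lowering FRET.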
Nrf2 ARE act = activates Nrf2 signaling; Potency, µM (doses to about 46.1 µM), inactives show at the highest dose activation, usual class: activators; AREc32 ARE-luciferase reporter (MCF7-derived line), luminescence, 24 h; 410,000 tested, 0.31% active; also: potency is read from the fitted curve at half-maximal effect; % of control where 0% means no effect; nearly all actives have a fitted effect of over 65% in size
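Reporter line AREc32 (ARE-Fluc), seeded overnight in OPTI-MEM with 5% FBS; compound pin-transferred, 24 hr at 37 deg C, 5% CO2; luminescent read-out.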
CCT chaperon mod = cytosolic chaperonin activity modulation. purified chaperonin ATPase assay, HTRF ADP detection, 30 min. 360,000 tested, 0.3% active. activity change, % (no concentration beside the values), hits read low; in the data active = activity change below about -30%; also: % is scaled to controls: 0 for no effect and ±100 for the full control effect
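Enzyme 40 or 20 nM (batch-dependent) in Tris pH 7.4/KCl/MgCl2/DTT; cpd 76 uM single point; ATP 10 uM; 30 min 37 °C; Transcreener ADP HTRF detection, 30 min RT; ratio 665/615.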
* = called active by the depositor; i = inactive; ? = inconclusive; nt = no result given; & = joins results of further samples; [ ] = dose if it differs, or a comment. Unless noted, calls follow the shape of the dose curve; as a rule, active = well fitted curve in the direction sought with a large enough effect; inconclusive = small, poorly fitted or top-dose-only effect, or another doubt; inactive = no such curve, though single readings can be large; an effect the other way counts as inactive or inconclusive.

SMILES | HepG2 viability | A549 tox | TGFb inhibitor | Akt phos inh | Abeta yeast res | Nrf2 inh | MmCpn inh | Nrf2 ARE act | CCT chaperon mod
Cc1ccc(C(C(=O)NC2CCCC2)N(Cc2ccc(F)cc2)C(=O)c2csnn2)o1 (stereo not drawn) | 0% | -7% | 14% | i | 13% | 2% | -3% | -0.3% | -0.7
CN(C(=O)CSc1nc2scc(-c3ccccc3)c2c(=O)[nH]1)c1ccccc1 | -2% | -9% | ? | i | 0% | -23% | -8% | -0.1% | 0.3
COc1ccc(C(=O)Nc2cccnc2Sc2ccc(Cl)cc2)cc1 | 12% | -13% | -7% | i | 11% | -1% | 1% | 3.3% | 0.1
COCCN1C(=O)CCC1(C)C(=O)NC1CCCCC1 (stereo not drawn) | 7% | nt | -27% | i | 1% | nt | nt | -1.5% | 0.7
CC(C)C(C(=O)NC1CCCC1)N(CC1CCCO1)C(=O)CNS(=O)(=O)c1ccccc1 (stereo not drawn) | -10% | 10% | 14% | i | 4% | ? | -3% | 0.3% | 2.4
O=C(Nc1ncc(Cc2cccc(Cl)c2Cl)s1)c1ccc([N+](=O)[O-])cc1 | 2% | 1% | 1% | i | 9% | 19% | -3% | 0.3% | 1.4
CCSc1nnc2nc3[nH]c4c(C)cccc4c3nn12 | -3% | -5% | -1% | i | -16% | ? | -1% | 4.0% | 2.4
O=C(c1ccc(Cl)cc1)N1N=CCC1(O)c1ccc(Cl)cc1 (stereo not drawn) | -85% | 1% | ? | i | -34%[inhibitor] | 6% | -1% | 5.8% | 0.9
Cc1ccccc1C(=O)Nc1nnc(CC(=O)N/N=C/c2ccco2)s1 | -6% | 2% | -1% | i | -7% | 4% | -1% | 22% | -0.9
CCCCOc1ccc(-c2c(C#N)c(N)nc(SCC(N)=O)c2C#N)cc1 | -30% | -20% | ? | i | 21% | nt | -14% | 7.9% | 1.7
CCCCN1CC(N2CCCCC2)CS1(=O)=O (stereo not drawn) | 3% | nt | 10% | i | -10% | nt | nt | 0.1% | -0.3
COc1ccc(C(=O)NC2CC(C)(C)Cc3c2cnn3-c2ccccc2C)o1 (stereo not drawn) | -5% | -1% | 24% | i | 11% | 13% | 0% | 0.0% | -1.0
CCCc1cc(=O)n2[nH]c(NCc3ccc(OC)cc3)nc2n1 | 0% | 5% | 13% | i | 5% | -1% | -1% | 0.6% | 0.4
O=C(/C(=C/O)N=Nc1ccccc1Cl)c1ccccc1 | -32% | -6% | ? | i | -41%[inhibitor] | ? | 1% | 9.5% | -0.4
Cc1c(CCOC(=O)C23CC4(C)CC(C)(CC(C)(C4)C2)C3)sc[n+]1CC(=O)c1ccccc1 | 20µM* | 7% | 10µM* | i | -81%[inhibitor] | -11% | 1% | -0.5% | -3.8

Given with values under each structure: 9 of the compounds above.
Values run as follows: HepG2 viability | A549 tox | TGFb inhibitor | Akt phos inh | Abeta yeast res | Nrf2 inh | MmCpn inh | Nrf2 ARE act | CCT chaperon mod
> CCSc1nnc2nc3[nH]c4c(C)cccc4c3nn12
→ -3% | -5% | -1% | i | -16% | ? | -1% | 4.0% | 2.4
> O=C(c1ccc(Cl)cc1)N1N=CCC1(O)c1ccc(Cl)cc1 (stereo not drawn)
→ -85% | 1% | ? | i | -34%[inhibitor] | 6% | -1% | 5.8% | 0.9
> Cc1ccccc1C(=O)Nc1nnc(CC(=O)N/N=C/c2ccco2)s1
→ -6% | 2% | -1% | i | -7% | 4% | -1% | 22% | -0.9
> CCCCOc1ccc(-c2c(C#N)c(N)nc(SCC(N)=O)c2C#N)cc1
→ -30% | -20% | ? | i | 21% | nt | -14% | 7.9% | 1.7
> CCCCN1CC(N2CCCCC2)CS1(=O)=O (stereo not drawn)
→ 3% | nt | 10% | i | -10% | nt | nt | 0.1% | -0.3
> COc1ccc(C(=O)NC2CC(C)(C)Cc3c2cnn3-c2ccccc2C)o1 (stereo not drawn)
→ -5% | -1% | 24% | i | 11% | 13% | 0% | 0.0% | -1.0
> CCCc1cc(=O)n2[nH]c(NCc3ccc(OC)cc3)nc2n1
→ 0% | 5% | 13% | i | 5% | -1% | -1% | 0.6% | 0.4
> O=C(/C(=C/O)N=Nc1ccccc1Cl)c1ccccc1
→ -32% | -6% | ? | i | -41%[inhibitor] | ? | 1% | 9.5% | -0.4
> Cc1c(CCOC(=O)C23CC4(C)CC(C)(CC(C)(C4)C2)C3)sc[n+]1CC(=O)c1ccccc1
→ 20µM* | 7% | 10µM* | i | -81%[inhibitor] | -11% | 1% | -0.5% | -3.8

The listing continues:
SMILES | HepG2 viability | A549 tox | TGFb inhibitor | Akt phos inh | Abeta yeast res | Nrf2 inh | MmCpn inh | Nrf2 ARE act | CCT chaperon mod
N#Cc1cc2c(=O)n3ccccc3nc2n(-c2ccccc2Cl)c1=O | -13% | ? | -16% | i | 2% | 2% | -1% | 0.6% | -3.3
CN(/N=C/c1cccnc1)c1cnc2ccccc2n1 | 0% | 6% | -1% | i | -3% | ? | 1% | 19% | -5.8
COCCn1c(C)cc(C(=O)COc2ccc(C)nc2[N+](=O)[O-])c1C | 9% | -1% | 15% | i | -13% | ? | 0% | -0.4% | -1.7
Cn1c(N)c(C(=O)COC(=O)C2(c3ccccc3F)CCCC2)c(=O)n(C)c1=O | -33% | -8% | -2% | i | 10% | ? | -3% | -0.2% | -8.2
Cc1cccc(-n2c(C)cc(C(=O)C(=O)Nc3nncs3)c2C)c1 | -6% | ? | -1% | nt | 6% | -12% | nt | 0.1% | nt
Cc1cc(C)c2c(CC(=O)Nc3c(C(=O)Nc4ccc(Cl)cc4)oc4ccccc34)coc2c1 | -6% | -7% | 12% | nt | 11% | ? | nt | 4.5% | nt
COc1cc(C(=O)Nc2ccc(Br)cc2C(=O)c2cc(OC)c(OC)c(OC)c2)cc(OC)c1OC | 4% | 0% | -19% | nt | 0% | nt | -5% | -0.8% | 0.1
Clc1ccc(CNc2ncccn2)cc1 | -2% | -4% | 16% | i | -7% | ? | 2% | 0.3% | -1.3
NS(=O)(=O)c1ccc(CCNC(=O)COC(=O)c2ccc([N+](=O)[O-])o2)cc1 | 6% | -5% | -5% | i | 2% | 22% | 0% | 0.2% | -2.7
Cc1cccc2cc(CN(Cc3ccccc3)C(=S)NCCCN(C)C)c(=O)[nH]c12 | -24% | -16% | -2% | i | 1% | 11% | -1% | -0.1%[9.22 µM] | 0.5
COc1ccc(C)cc1S(=O)(=O)N1CCCCCC1 | -1% | 0% | 3% | i | 4% | -6% | -1% | 0.0% | -0.1
c1ccc(C(=C2CCCO2)c2ccccc2)cc1 | 7% | -1% | 1% | i | -4% | -5% | nt | 2.4% | 0.3
COc1ccccc1C(=O)Nc1ccccc1C(=O)NC1CCCCC1 | 28% | 10% | -10% | i | -13% | 1% | 0% | -0.1% | 2.0
COc1ccc(CCn2cc3c(c2-c2ccccc2Br)c(=O)n(C)c(=O)n3C)cc1OC | -28% | 4% | ? | nt | -2% | ? | nt | 0.2% | nt
COc1ccc2c(c1)CCO[C@]21O[C@H](CCO)C[C@H](O)[C@H]1O | -4% | nt | 2% | i | -12% | nt | nt | -0.8% | -0.5
COc1cc(NC(=O)CCc2c(C)nc3cc(-c4ccccc4)nn3c2C)cc(OC)c1OC | 6% | -3% | 1% | nt | -1% | 2.6µM* | nt | -1.9% | nt
CCN1CCN(Cc2c(O)ccc3c(C)c(-c4ccccc4)c(=O)oc23)CC1 | -4% | 10% | -23% | nt | 2% | nt | nt | 7.8% | nt
C[C@H](CO)N1C[C@H](C)[C@H](CN(C)S(=O)(=O)c2ccccc2)Oc2c(NS(C)(=O)=O)cccc2C1=O | -5% | -2% | 0% | i | 4% | 7% | -1% | -0.1% | 2.0
CCn1nc(-c2ccc(C)cc2)nc2c(=O)n(C)c(=O)nc1-2 | 0.71µM* | ? | 0.5µM* | nt | nt | ? | nt | nt | nt
O=[N+]([O-])c1ccc(N/N=C/c2ccccc2)cc1 | -22% | -6% | -14% | i | -13% | 1% | 2% | 4.3% | 0.6
CCN1CCN(c2ccc(NC(=O)c3ccc4c(c3)[nH]c(=O)n4Cc3ccc(F)cc3)cc2)CC1 | -20% | ? | -29% | i | -5% | -6% | 0% | -0.2% | 0.8
CCCCCCN1C=CC=C/C1=C\C=C(C#N)C#N | -22% | -11% | 16% | i | 13% | -3% | -5% | 0.2% | -2.6
COc1cc(OC)cc(-n2c(=O)c3ccccc3n(CC(=O)NCCc3ccc(OC)c(OC)c3)c2=O)c1 | 7% | -13% | 2% | nt | 0% | -5%[9.27 µM] | nt | -0.4% | nt
O=C(Nc1ccc(F)cc1)c1ccc(NC(=O)C2CCCO2)cc1 (stereo not drawn) | -17% | -2% | 3% | i | -10% | -5% | 1% | 2.2% | -0.4
O=C(NCCO)c1cc2c(s1)CCC2 | 16% | 7% | -14% | i | -4% | 0% | -15% | 1.7% | 1.3
Cc1cc(C)cc(OCCn2c(CCNC(=O)C3CCCCC3)nc3ccccc32)c1 | 0%&10% | -1%&-2% | -2%&0% | nt | 15% | 5%&4% | nt | 0.4% | nt
N#CCCn1cc(C(=O)CN2C(=O)C(=O)N(C3CCCC3)C2=O)c2ccccc21 | 0% | -10% | -4% | i | -5% | 0% | -1% | -0.3% | -9.5
